High-throughput results deposited in PubChem BioAssay by National Center for Advancing Translational Sciences (NCATS).
Pf growth 48h = Primary qHTS for delayed death inhibitors of the malarial parasite plastid, 48 hour incubation; actives 5.9% (n = 310,000); AID 504832, 2011; Potency, µM (highest dose often 28.7 µM), without a hit: at the highest dose activity change, negative = inhibition, usual class: inhibitors; P. falciparum luciferase growth in erythrocytes, 48 h; also: potency is read from the fitted curve at half-maximal effect; % is scaled to controls: 0 for no effect and ±100 for the full control effect
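Luciferase-expressing P. falciparum in infected erythrocytes (2% hematocrit, 0.1% parasitemia final) in RPMI 1640/0.5% Albumax were exposed to compound for 48 hours at 37 C, 5% CO2; growth read as luminescence.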
Shiga inhibitor = A qHTS for Small Molecule Inhibitors of Shiga Toxin; Vero cells, Shiga toxin protein synthesis inhibition reporter; inhibition, % at 38.7 µM; actives 9.2% (n = 290,000); AID 2315, 2010; in the data active = inhibition mostly above about 28%, no sharp cut-off; inactive = mostly below about 43%; also: 0% is about no effect
LmPK inhibitor = qHTS Assay for Inhibitors of Leishmania Mexicana Pyruvate Kinase (LmPK) | actives 0.37% (n = 290,000) | Potency, µM (top dose mostly 57.5 µM), without a hit: top-dose activity change, negative = inhibition, actives largely listed as inhibitors | purified LmPK, Kinase-Glo ATP luminescence, 1 h | Q27686; also: potency is read from the fitted curve at half-maximal effect; % is scaled to controls: 0 for no effect and ±100 for the full control effect
Target sequence (Q27686 whole entry, looked up): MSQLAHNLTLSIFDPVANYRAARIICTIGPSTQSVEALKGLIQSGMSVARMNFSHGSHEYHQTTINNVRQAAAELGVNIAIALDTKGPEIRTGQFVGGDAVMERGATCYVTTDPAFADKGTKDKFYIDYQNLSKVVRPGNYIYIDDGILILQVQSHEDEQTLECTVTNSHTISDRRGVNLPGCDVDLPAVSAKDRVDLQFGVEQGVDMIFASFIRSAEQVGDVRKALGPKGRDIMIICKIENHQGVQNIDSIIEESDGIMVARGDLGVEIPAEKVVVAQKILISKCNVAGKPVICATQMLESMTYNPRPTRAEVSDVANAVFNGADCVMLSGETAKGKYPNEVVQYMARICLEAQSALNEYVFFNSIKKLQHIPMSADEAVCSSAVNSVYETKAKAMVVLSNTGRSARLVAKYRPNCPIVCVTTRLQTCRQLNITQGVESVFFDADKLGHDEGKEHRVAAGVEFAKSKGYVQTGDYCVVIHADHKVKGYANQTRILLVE
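qHTS format; LmPK 0.1 nM; substrates PEP 0.5 mM and ADP 0.1 mM. One-hour room-temperature incubation, then coupled luciferase luminescence; 0.5 nM enzyme wells mark activation.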
Pf growth 96h = Primary qHTS for delayed death inhibitors of the malarial parasite plastid, 96 hour incubation; P. falciparum luciferase reporter growth, 96 h; Potency, µM (titrated, usually from 28.7 µM), for the others: at the top dose activity change, negative = inhibition, usual class: inhibitors; actives 6.9% (n = 320,000); AID 504834, 2011; also: potency is read from the fitted curve at half-maximal effect; % is scaled to controls: 0 for no effect and ±100 for the full control effect
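Parasite growth measured via integrated firefly luciferase reporter in P. falciparum. Infected erythrocytes at 2% hematocrit, 0.05% parasitemia final were treated 96 hours at 37 C under 5% CO2, and luminescence was read.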
AMA1-RON2 inh = qHTS for Inhibitors of AMA1-RON; Towards Development of Antimalarial Drug Lead: Primary Screen. actives 0.2% (n = 360,000). Plasmodium falciparum AMA1 (3D7) - RON2 peptide interaction. AlphaScreen AMA1-biotinylated RON2 peptide binding. Potency, µM (titrated, usually from 58.2 µM), inactives show at the top dose activity change, negative = inhibition, usual class: inhibitors;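 also: potency is read from the fitted curve at half-maximal effect; 0% = vehicle wells and -100% = peptide control; nearly all actives have a fitted effect of over 45% in size; some results filed as inactive show a strong effect at the top dose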
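AMA1 (3D7) with his tag at 25 nM final met compounds first, then biotinylated RON2 peptide at 25 nM; detection used donor plus acceptor beads, 10 µg/mL apiece, read by AlphaScreen after 30 min at room temperature.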
Tb PYK inh = qHTS of Trypanosoma Brucei Inhibitors. pyruvate kinase (Trypanosoma brucei), Q57TT1. actives 0.12% (n = 410,000). Potency, µM (highest dose often 76.8 µM), for inactives: at the top dose activity, negative = inhibition, hits mostly inhibitors. TbPYK enzyme, Kinase-Glo Plus ATP luminescence, 45 min; also: potency is read from the fitted curve at half-maximal effect; % is scaled to controls: 0 for no effect and ±100 for the full control effect; nearly all actives have a fitted effect of over 50% in size
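Enzyme and substrate buffer are dispensed first and compound is pin-transferred. ADP at 130 uM final then starts the reaction, which runs 45 min at room temperature. Detection reagent is added for 10 min before luminescence is imaged.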
Cycloheximide cs = Cycloheximide Counterscreen for Small Molecule Inhibitors of Shiga Toxin | cell reporter, cycloheximide protein synthesis inhibition counterscreen | max response, % | actives 12% (n = 300,000); in the data active = max response mostly above about 13%, no sharp cut-off; inactive = mostly below about 14%; also: read at 38.3 µM for the half of the compounds with a filed dose; 0% is about no effect
* = called active by the depositor; ? = inconclusive; nt = not tested or not shown; & = joins results of further samples; [ ] = dose if it differs, or a comment. Unless noted, calls follow the shape of the dose curve; as a rule, active = well fitted curve in the direction sought with a large enough effect; inconclusive = small, poorly fitted or top-dose-only effect, or another doubt; inactive = no such curve, though single readings can be large; an effect the other way counts as inactive or inconclusive.

SMILES | Pf growth 48h | Shiga inhibitor | LmPK inhibitor | Pf growth 96h | AMA1-RON2 inh | Tb PYK inh | Cycloheximide cs
CC(=O)Nc1ccc2nc(SCC(=O)Nc3ccc(N4CCOCC4)c(Cl)c3)sc2c1 | 35%[activator] | 98* | 5% | 4% | 10% | -11% | 69*
Cc1c(CCO)c(=O)n(-c2ccccc2)n1S(=O)(=O)c1ccc(Cl)cc1 | 1% | -13 | -7% | nt | -28% | -4% | -2
CC(C)(C)OC(=O)CNC(=O)c1nc[nH]c1C(=O)N1CCN(C(=O)OC(C)(C)C)CC1 | 6% | -2 | 1% | 137%[activator] | -12% | 0% | 1
O=C1CC(c2ccccc2)CC(=NCCO)/C1=C(\O)CCCN1C(=O)c2ccccc2C1=O (centres undefined) | -29% | 17 | 7% | ? | 11% | 2% | 2
Cc1ccc(-c2nc(-c3ccccn3)sc2CC(=O)O)cc1 | -4% | -2 | 2% | 16% | -5% | -12% | -5
Cc1cccc(S(=O)Cc2ccc(C(=O)N3CCN(C(=O)c4ccco4)CC3)o2)c1 (centres undefined) | -6% | -14 | -12% | -4% | -8% | -2% | -10
O=C(COC(=O)c1ccccc1-n1cnnn1)c1ccc(F)cc1 | 195%[activator] | nt | nt | 97%[activator] | -2% | 6% | nt
O=C(COC(=O)c1cc(Br)ccc1O)NNC(=O)c1ccc([N+](=O)[O-])cc1 | 2% | nt | nt | 29% | 121%[activator] | -3% | nt
COCC(=O)Nc1nc2ccccc2s1 | 47%[activator] | 50* | -9% | 32%[activator] | 8% | -1% | 29*
CN(C)c1cccc(C(=O)Nc2nc3ccccc3[nH]2)c1 | -62% | 44 | 0% | -62% | ? | 0% | 15*
CCOCCCNC(=O)COC(=O)/C=C/c1ccc(S(=O)(=O)N2CCc3ccccc32)cc1 | -18% | -3 | -1% | -22% | 8% | -1% | -1
O=C(c1ccccc1Cc1ccccc1)N1CCN(S(=O)(=O)c2ccc(F)cc2)CC1 | ? | nt | nt | ? | 18% | 0% | nt
CCOc1ccccc1NC(=O)CSc1nc2c(c(=O)n(C)c(=O)n2C)n1C | -4% | -8 | -4% | 18% | 4% | -6% | -13
COC(=O)C(NC(C)=O)(Nc1ccccc1)C(=O)OC | 5% | 15 | 7% | nt | -1% | 2% | -5
Cc1ccc(CN(Cc2ccco2)C(=S)NCC(=O)NC2CC2)cc1 | -1% | 4 | 4% | -52% | 5% | -16% | 6
O=C(CCN1C(=O)/C(=C/c2ccc(F)cc2)SC1=S)NNC(=O)c1ccncc1 | -1% | -7 | 2% | 5% | 102%[activator] | 6% | -2
COc1ccc(-c2nc3cc(C)ccn3c2NC(=O)c2c(F)cccc2Cl)cc1 | 9%[0.00184 µM] | -11 | -1% | 26% | -3% | 1% | -4
COc1ccc(C(=O)NCCC(=O)N2CCC3(CC2)NCCc2[nH]cnc23)cc1 | 13% | -7 | -13% | ? | 15% | -7% | -7
CNS(=O)(=O)c1cc(S(=O)(=O)NC)c2cccc3c2c1NC3=O | 22% | -8 | 2% | 65%[activator] | 4% | -5% | -4
COc1cccc(Nc2nc(-c3sc(C)nc3C)cs2)c1 | 32%[activator] | 62* | -1% | -2% | ? | 0% | 42*
CN(CC(=O)Nc1ccc(F)c(F)c1F)C(=O)C1CCC1 | -14% | nt | nt | 17% | 1% | -3% | nt
CCOP(=O)(OCC)C(C#N)=C1SCN(c2ccc(Cl)cc2)CS1 | ? | -4 | 7% | -20% | 87%[activator] | -17% | 2
CCOC(=O)c1c(S(=O)(=O)Nc2ccc(C)c(F)c2)c(C)n(C)c1C | 12% | 1 | -10% | 9.3µM* | 5% | -2% | -1
CC(C)[C@H](NC(=O)c1ccco1)C(=O)OCc1cc(=O)n2c(n1)sc1ccccc12 | 12% | 2 | 3% | 35%[activator] | -4% | -4% | -3
COC(=O)c1c(NC(=O)COC(=O)c2ccc(Cl)cc2[N+](=O)[O-])sc2c1CCCCC2 | 11% | -14 | 1% | -8% | -1% | -6% | -8
Next part.
SMILES | Pf growth 48h | Shiga inhibitor | LmPK inhibitor | Pf growth 96h | AMA1-RON2 inh | Tb PYK inh | Cycloheximide cs
CCN(CC(=O)Nc1ccc(NC(C)=O)cc1)C(=O)C(c1ccccc1)c1ccccc1 | ? | -3 | 6% | ? | 1% | -2% | 4
CCOc1ccc(N(CC)C(=O)c2nn(-c3ccc(OC)cc3)c(=O)c3c2c2ccccc2n3C)cc1 | 1.5µM* | 13 | 1% | ? | -1% | -13%&-3% | 6
CCO[C@@H]1OC(C(=O)NCc2ccccc2)=C[C@H](C2CC2)[C@H]1CCCO | ? | 26 | 5% | 2% | -1% | 2% | -2
CN=C1SC(CC(=O)Nc2ccc(N3CCOCC3)cc2)C(=O)N1C (centres undefined) | 3% | 6 | 0% | nt | -5% | -3% | -2
O=C(CCC(=O)c1cccs1)Nc1ccc(F)c(F)c1F | nt | 4 | 4% | -34% | 3% | -4% | 18
COC(=O)c1sccc1S(=O)(=O)NC(C)c1cnn(-c2ccc(OC)cc2)c1C (centres undefined) | 42%[activator] | 11 | 11% | ? | -3% | -5% | 9
O=C(/C=C/c1ccccc1)Nc1cccc(C(=O)O)c1 | 0.26µM* | 24* | ? | ? | 8% | -11% | 35*
CCOC(=O)C1(Cc2cccc(OC)c2)CCN(CC=C(C)C)CC1 | ? | -8 | 9% | 10% | -10% | -5% | -4
CC(C)(C)C1=C(C#N)C(c2ccc3c(c2)OCO3)C(C#N)=C(N)O1 (centres undefined) | ? | 6 | 0% | ? | -13% | -9% | 9
CCn1c2ccccc2c2nnc(SCc3ccc(C(=O)OC)o3)nc21 | ? | -22 | 9% | -7% | -5% | 3% | 5
Cn1cnnc1SCc1ccc(C(=O)N=Nc2c(O)n(C)c3ccccc23)cc1 | ? | -10 | -2% | 10µM* | 3% | 4% | 9
C=CCN(C(=O)CSc1nnnn1C)c1nc(-c2ccccc2)cs1 | 37%[activator] | nt | nt | 78%[activator] | -16% | 0% | nt
O=C(NC1CCCC1)C1CC(=O)N(c2ccc(F)cc2)C1 (centres undefined) | 47%[activator] | -12 | 3% | -9% | 7% | 2% | -5
Cc1cc(=O)oc2cc(OCC(=O)OCC(=O)Nc3c(C)n(C)n(-c4ccccc4)c3=O)ccc12 | 0% | -4 | -1% | 22% | -8% | -17% | -4
CC(NC(=O)c1cn(C)c2ccc(S(=O)(=O)N3CCCC3)cc2c1=O)c1ccc2c(c1)OCCO2 (centres undefined) | ? | 14 | 6% | 55%[activator] | -3% | -2% | -7
COc1cc(NC(=O)c2ccc(COCC(F)(F)F)o2)cc(OC)c1OC | 1% | -1 | 3% | nt | -6% | 0% | -2
O=C(CCc1nnc(C2(c3ccc(Cl)cc3)CCC2)o1)NC1CC1 | 10µM* | -2 | 8% | -60% | 18% | 2% | 14*
O=C(c1cc2ccccc2s1)N1CCOCC1 | 35%[activator] | 26 | -6% | -1% | 12% | -8% | 10
O=C(Nc1ccc(Cl)cc1C(=O)N1CCCCC1)c1ccco1 | 34%[activator] | -6 | -7% | 45%[activator] | 6% | 1% | -5
N/C(=N\OC(=O)c1csnn1)c1ccc(C(F)(F)F)cc1 | 88%[activator] | 72* | -4% | 66%[activator] | 15% | -8% | 40*
O=C(C1CCCN(c2ncnc3c2nc2n3CCCCC2)C1)N1CCCCC1 (centres undefined) | ? | -7 | 1% | 52% | 1% | 1% | 15
COc1cccc(CC(NC(C)=O)C(=O)NC2CCN(c3nnnn3-c3ccccc3)CC2)c1 (centres undefined) | 6% | -17 | -2% | 81%[activator] | -2% | 5% | -2
COc1ccc2ccc(OCC(=O)NCC3CCCO3)cc2c1 (centres undefined) | -12% | nt | nt | -1% | 16% | -2% | nt
COc1cccc(N2CCN(CC(=O)Nc3nnc(-c4ccccc4)s3)CC2)c1 | ? | 1 | 4% | nt | -30% | 1% | -2
COc1ccc(N(CC(O)Cn2nnc3ccccc32)S(=O)(=O)c2ccc(C)cc2)cc1 (centres undefined) | ? | 21 | 2% | nt | -1% | 2% | -1
The listing continues.
SMILES | Pf growth 48h | Shiga inhibitor | LmPK inhibitor | Pf growth 96h | AMA1-RON2 inh | Tb PYK inh | Cycloheximide cs
N#C/C(C(=O)N1CCOCC1)=C1/SC(Cc2ccccc2Cl)C(=O)N1c1ccccc1 (centres undefined) | -10% | -2 | 4% | ? | 11% | 5% | -1
COCCN1C(=O)C(=O)/C(=C(/O)c2ccc(C)cc2)C1c1ccccn1 (centres undefined) | -3% | 22 | 2% | 3.3µM* | 0% | 0% | 13
Cc1[nH]c2ccc(F)cc2c1CCN(Cc1cccnc1)C(=S)Nc1ccccc1 | ? | -10 | 13%[11.5 µM] | ? | -2% | 0% | -5
CC(C)(C)OC(=O)CNC(=O)c1[nH]cnc1C(=O)N[C@@H](Cc1ccccc1)C(=O)OCc1ccccc1 | ? | 7 | -7% | ? | 86%[activator] | 1% | -1
CC(=O)CCc1oc2ccc(C)cc2c1-c1ccc(C)o1 | -3% | -2 | -4% | 64%[activator] | -25% | -11% | 0
CCOc1ccc(OCC)c(NC(=O)C2CCCN2S(=O)(=O)c2cccc3cccnc23)c1 (centres undefined) | nt | 5 | 5% | ? | -9% | 0% | -4
